# TLR9-MyD88 inh: TLR9-MyD88 interaction inhibition; CHO BLA complementation TLR9-MyD88, CCF4 FRET ratio; hit rate 0.21% among 340,000; AID 504734; inhibition, % at 4.98 µM;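 active means inhibition above the mean over all tested compounds plus 3 SD, cut at about 21% in these data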;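 further: 0% = DMSO only wells and 100% = clavulanate BLA inhibitor control wells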
# SRC2 inh: inhibits human steroid receptor coactivator 2; Q15596; HEK293 GAL4-SRC2 luciferase reporter, luminescence; inhibition, % at 9 µM; hit rate 0.17% among 370,000; AID 651957;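 active means inhibition above the mean inhibition of all tested compounds plus 3 SD, set per campaign, cut at about 52% in these data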;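 further: 0% = DMSO treated cells and 100% = cells given Gossypol at 36 µM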
# Target sequence (Q15596 whole entry, looked up, the tested form may be a part): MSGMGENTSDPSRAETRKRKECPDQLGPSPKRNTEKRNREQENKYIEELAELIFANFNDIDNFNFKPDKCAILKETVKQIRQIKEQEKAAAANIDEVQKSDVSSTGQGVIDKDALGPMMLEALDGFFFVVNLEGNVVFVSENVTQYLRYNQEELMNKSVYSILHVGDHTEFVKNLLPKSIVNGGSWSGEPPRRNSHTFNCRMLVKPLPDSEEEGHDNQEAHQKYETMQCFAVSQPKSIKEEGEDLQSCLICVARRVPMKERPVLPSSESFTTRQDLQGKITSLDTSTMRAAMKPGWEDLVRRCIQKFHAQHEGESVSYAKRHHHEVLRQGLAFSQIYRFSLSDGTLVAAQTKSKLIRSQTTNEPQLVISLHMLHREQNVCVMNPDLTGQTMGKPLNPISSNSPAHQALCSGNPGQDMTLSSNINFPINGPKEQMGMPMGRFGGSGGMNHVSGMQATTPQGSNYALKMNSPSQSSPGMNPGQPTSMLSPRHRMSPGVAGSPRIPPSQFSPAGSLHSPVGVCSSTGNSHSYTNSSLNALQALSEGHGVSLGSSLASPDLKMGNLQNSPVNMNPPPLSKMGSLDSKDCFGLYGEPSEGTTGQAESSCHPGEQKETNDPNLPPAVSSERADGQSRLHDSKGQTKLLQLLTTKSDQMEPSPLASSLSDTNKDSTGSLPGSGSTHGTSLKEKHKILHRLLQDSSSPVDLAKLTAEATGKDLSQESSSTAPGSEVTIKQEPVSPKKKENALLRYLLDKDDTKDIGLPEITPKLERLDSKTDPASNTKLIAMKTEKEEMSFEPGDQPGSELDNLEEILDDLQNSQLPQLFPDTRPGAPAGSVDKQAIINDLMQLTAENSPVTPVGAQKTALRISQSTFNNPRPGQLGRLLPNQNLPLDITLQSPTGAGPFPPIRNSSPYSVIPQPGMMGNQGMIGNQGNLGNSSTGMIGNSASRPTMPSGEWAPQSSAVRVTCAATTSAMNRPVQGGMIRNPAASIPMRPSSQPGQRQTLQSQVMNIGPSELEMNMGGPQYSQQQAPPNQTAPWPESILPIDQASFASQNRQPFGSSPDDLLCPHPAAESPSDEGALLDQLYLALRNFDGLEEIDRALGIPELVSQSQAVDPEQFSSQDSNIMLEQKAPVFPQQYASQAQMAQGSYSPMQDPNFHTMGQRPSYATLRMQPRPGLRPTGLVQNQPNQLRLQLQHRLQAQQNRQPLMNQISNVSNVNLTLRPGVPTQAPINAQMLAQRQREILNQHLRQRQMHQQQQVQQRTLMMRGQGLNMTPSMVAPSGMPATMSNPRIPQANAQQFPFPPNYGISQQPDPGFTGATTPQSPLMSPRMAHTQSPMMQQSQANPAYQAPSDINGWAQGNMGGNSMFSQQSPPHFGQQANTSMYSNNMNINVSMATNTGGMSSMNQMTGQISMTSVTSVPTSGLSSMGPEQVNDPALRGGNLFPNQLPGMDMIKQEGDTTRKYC
# NOD2-RIPK2 inh: inhibitors of human NOD2-RIPK2 interaction; O43353; CHO BLA complementation NOD2-RIPK2, CCF4 ratio; inhibition, % at 4.98 µM; hit rate 0.38% among 360,000; AID 624267; in the data active means inhibition above about 21%;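 further: 0% = vehicle only and 100% = reference blocker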
# NCOA3 inh: inhibitors of human steroid receptor coactivator 3 (SRC3); Q9Y6Q9; HEK293 GAL4-SRC3 luciferase reporter, luminescence; inhibition, % at 3.6 µM; hit rate 0.17% among 360,000; AID 588352;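 active means inhibition above a per-campaign cutoff, the mean of all compounds plus 3 SD, cut at about 60% in these data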;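 further: 0% = DMSO-treated cells and 100% = gossypol-treated cells at 36 µM; higher means less SRC3-driven luciferase light from the GAL4 reporter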
# TWEAK-Fn14 inh: inhibitors of TWEAK-Fn14 interaction signaling. TWEAK-stimulated Fn14 reporter cells, luciferase luminescence, 8 h. inhibition, % at 10 µM. hit rate 2% among 360,000; in the data active means inhibition above about 50%
# NCOA1 inh: inhibitors of human steroid receptor coactivator 1 (SRC1); HEK293 GAL4-SRC1 luciferase reporter, luminescence; inhibition, % at 3.6 µM; AID 588354; Q15788; hit rate 0.12% among 360,000;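 active means inhibition above the campaign mean plus 3 SD, with each screening campaign given its own cutoff, cut at about 60% in these data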;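 further: 0% = DMSO treated cells and 100% = gossypol at 36 µM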
# TROY NFkB inh: blocks TROY-dependent signaling in reporter cells | Q293 LMP1-TROYcd NF-kB luciferase reporter, 4 h | inhibition, % at 10 µM | hit rate 0.98% among 360,000;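 active means compounds whose plate-normalised and pattern-corrected inhibition of the luciferase reporter signal at the single screening dose is 50% or more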
# Granule exo inh: blocks lytic granule exocytosis. TALL-104 LAMP-1 surface exposure, flow cytometry; cells stimulated with thapsigargin and PMA. inhibition, % at 10 µM. hit rate 0.66% among 360,000. AID 651702;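 active means inhibition above about 55%, limit read from the data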
# NR5A2 inv ag: NR5A2 inverse agonism in reporter assay | HEK293T StAR-luciferase reporter, LRH-1 transfected, 24 h | AID 602396 | inhibition, % at 3.6 µM | hit rate 0.13% among 360,000;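 active means inhibition above the mean inhibition of all tested compounds plus 3 SD, cut at about 73% in these data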;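 further: 0% = DMSO wells and 100% = reporter-only cells lacking LRH-1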
# NR2F2 inh: blocks human COUP-TFII nuclear receptor; inhibition, % at 8.6 µM; AID 686940; HEK293T NGFI-A luciferase reporter, luminescence; hit rate 0.7% among 370,000; P24468;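 active means inhibition above a per-plate cutoff, mean inhibition of test wells between control levels plus 3 SD, cut at about 38% in these data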;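 further: cells cotransfected with COUP-TFII expression vector driving the NGFI-A reporter; 0% = median of COUP-TF2 test wells and 100% = reporter-only cells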
# ABHD5-PLIN5 inh: inhibitors of human ABHD5-perilipin-5 interaction. inhibition, % at 4 µM. Q00G26+Q8WTS1. Split G. princeps luciferase complementation, luminescence, 4 h. hit rate 0.78% among 360,000. AID 602281;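 active means inhibition above the mean inhibition across every tested compound plus 3 SD, cut at about 22% in these data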;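 further: 0% = DMSO only wells and the 100% control is not disclosed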
# * marks the source's active call; other numbers are inactive results; . = not tested or not shown. This is a subset, so the mix of outcomes need not match the whole.
SMILES,TLR9-MyD88 inh,SRC2 inh,NOD2-RIPK2 inh,NCOA3 inh,TWEAK-Fn14 inh,NCOA1 inh,TROY NFkB inh,Granule exo inh,NR5A2 inv ag,NR2F2 inh,ABHD5-PLIN5 inh
CCOc1ccc2[nH]c(=O)c(CN(CC3CCCN3CC)C(=O)NCc3ccccc3)cc2c1 (stereo unspecified),4.5,12.6,-5.6,2.0,6.0,-32.5,19.2,-5.6,4.8,1.5,2.0
Fc1cccc(Cl)c1/C=C/c1cnc2ccccc2n1,-2.8,-14.4,-4.2,-104.4,40.8,-85.7,21.6,-14.4,-104.7,-32.5,20.0
Cc1cc(C)c(C#N)c(Nc2cccc(Br)c2)n1,-10.4,-19.4,-3.8,-2.0,12.5,-43.4,-5.9,-8.2,6.1,8.1,-7.0
COc1cc2cc(CCOC(=O)c3ccc(C(F)(F)F)cc3)oc(=O)c2cc1OC,-2.8,-27.6,-4.0,3.5,-36.6,-12.5,-1.1,-3.5,12.6,5.7,-0.2
CS(=O)(=O)N(Cc1ccc(F)cc1)Cc1nc2ccccc2c(=O)[nH]1,3.2,5.8,-3.9,-4.7,-9.3,-13.1,-8.1,-1.5,-3.6,6.4,1.1
Cc1cc(NC(=O)C(C)SCC(=O)OC(C)C(=O)Nc2cccc(C#N)c2)no1 (stereo unspecified),-3.9,1.2,-6.9,-4.7,15.1,-6.5,-7.6,0.9,-22.1,-0.8,-9.1
Fc1ccc(C(c2nnnn2CCc2ccccc2)N2CCCc3ccccc32)cc1 (stereo unspecified),-0.3,-25.7,-5.8,22.1,-2.0,4.7,-5.1,-0.5,3.1,15.9,-4.6
COc1ccc(C(=O)NC(=S)Nc2ccccc2F)cc1,-2.9,-33.4,-1.7,-53.2,-29.5,-48.7,-59.7,-1.5,-74.2,-13.7,2.2
O=C(CCC(=O)N(CC(=O)NC1CCCC1)Cc1ccc(F)cc1)Nc1nccs1,8.5,4.6,-4.8,8.1,8.6,3.9,-0.3,-7.6,1.5,-0.7,5.3
CN(C(=O)COC(=O)c1ccc2ccccc2n1)c1ccccc1,-12.3,9.1,6.9,-44.7,-5.6,4.6,-1.2,13.5,6.9,-9.4,-0.9
Cc1ccc(SCC2CNc3nc4ccccc4c(=O)n32)c(C)c1 (stereo unspecified),-5.5,-7.4,0.2,6.5,-2.8,-20.1,-4.5,0.6,-21.8,-16.8,-3.2
COc1cc(NC(=O)Nc2nnc([C@@H]3C[C@H](O)[C@@H](CO)O3)s2)cc(OC)c1OC,.,15.7,-3.2,-19.4,6.0,11.2,0.0,-5.0,15.6,-6.8,-0.6
O=C(CSc1nc2[nH]ncc2c(=O)n1-c1ccccc1Cl)N1CCCC1,-12.7,6.2,-10.9,-9.3,19.8,5.1,11.7,-6.4,7.7,14.7,0.4
Cc1nn(C)c(C(=O)Sc2cccc(Cl)c2)c1[N+](=O)[O-],-0.1,6.5,7.0,10.2,1.5,-0.8,-34.6,64.3*,-9.9,-14.1,3.1
COc1ccccc1N(CC(=O)N1CCCCCC1)S(=O)(=O)c1ccc(C)cc1,-0.8,-2.3,-10.5,-6.3,23.8,12.8,-3.9,5.0,-12.7,2.7,-1.7
COc1ccc(-c2onc(C)c2-c2ccccc2)c(O)c1,8.8,6.5,-3.7,7.9,24.4,-5.8,18.1,0.0,25.5,5.8,-6.4
CCn1c2ccccc2c2cc(/C=N/NC(=O)c3cc(O)cc(O)c3)ccc21,-4.6,2.0,0.9,3.9,-27.7,-9.4,12.9,3.6,16.5,-20.9,-7.0
COc1ccccc1NS(=O)(=O)c1cccc(C(=O)N/N=C/c2ccc([N+](=O)[O-])o2)c1,-2.3,22.4,-5.3,-6.0,9.1,-13.3,8.2,-5.7,23.1,22.0,7.8
Cc1nc2cc(-c3ccccc3)nn2c(C)c1CCC(=O)NCc1ccco1,1.6,51.2,-11.6,6.7,28.6,-4.4,-6.1,6.3,1.7,22.1,7.7
Cc1ccc(NC(=O)CCNC(=O)c2ccccc2Cl)cc1S(=O)(=O)N(C)C,-20.5,-4.6,5.0,2.1,-1.6,-4.4,-8.4,-0.3,7.2,-1.5,2.8
O=C(NCCN1CCOCC1)c1cc(-c2cccs2)nc2ccccc12,-0.6,8.5,0.1,7.9,7.8,-13.3,-24.5,1.6,13.4,22.4,0.8
CCOc1cc(/C=N/N2CCOCC2)ccc1OCc1ccc(C(=O)OC)o1,-9.6,0.5,3.5,17.8,-3.5,0.5,-2.5,2.4,13.6,-9.7,4.5
CC(C)(C)N(Cc1nc(-c2ccccc2)no1)C(=O)c1ccc2c(c1)OCO2,-12.7,15.4,0.4,-4.0,22.0,-3.6,-1.5,-3.7,-23.7,-0.1,-7.4
Cn1c(C(=O)c2ccccc2)nc2ccccc21,-7.9,-43.3,-7.0,-17.9,-32.2,-15.0,-31.2,21.3,-49.4,-6.4,4.9
COc1ccc(/C=N/N=C(\N)c2nonc2N)cc1OC,-9.1,-90.4,-5.3,-75.9,-30.4,-70.2,-63.7,-1.7,-157.9,-50.3,-3.9
O=C(CCNC(=O)c1ccccc1Cl)Nc1nc(-c2ccc(F)cc2)cs1,11.0,-18.4,-17.1,1.0,18.0,2.8,17.8,-7.3,-19.7,-0.5,2.0
CCOC(=O)C1=C(N)N(c2ccccc2)C2=C(C(=O)CCC2)C1c1cccnc1 (stereo unspecified),7.1,-0.1,-1.4,20.1,52.5*,-2.8,14.3,-4.9,-10.6,18.6,0.8
Cc1ccc(OCC(=O)N2CCCCCCC2)cc1C,-6.6,-53.5,-3.4,-50.2,-16.0,-21.9,-29.1,-17.0,-26.0,-10.3,-4.1
O=C(NNS(=O)(=O)c1ccc(Br)cc1)c1sccc1-n1cccc1,-7.5,-16.4,7.1,9.2,2.5,-8.8,-7.9,-2.9,1.8,-3.5,-0.9
N#Cc1ccccc1CSc1nc(N2CCCCC2)nc(N2CCCCC2)n1,10.3,-13.5,-2.3,-18.9,5.3,2.0,-12.0,3.5,16.6,11.0,-0.4
COC(=O)c1ccc(COc2ccc(C(=O)c3ccccc3)cc2)o1,-0.9,15.7,-1.1,-29.5,-6.3,3.3,4.6,2.1,-5.2,-10.2,-1.7
CCC(=O)N1CCN(c2ccc(Cl)cc2NC(=O)c2cccc([N+](=O)[O-])c2)CC1,-6.5,3.5,2.3,4.8,-9.3,5.2,4.0,0.7,5.5,16.6,0.2
Cc1ccccc1S(=O)Cc1ccc(C(=O)NCCN2CCOCC2)o1 (stereo unspecified),-4.7,12.4,4.3,2.5,1.8,5.5,7.4,-4.8,3.7,5.9,4.3
O=C(Nc1ccc(Cl)cn1)c1cccc(S(=O)(=O)N2CCOCC2)c1,-0.1,11.5,1.3,11.4,-1.4,8.1,-21.5,4.5,12.9,4.7,3.9
CCOc1ccc(C(=O)c2cc([N+](=O)[O-])ccc2Cl)cc1,1.0,-4.1,-83.1,9.2,-14.5,10.3,6.1,0.0,49.4,11.7,-4.4
CCN(CC)C(=O)c1ccc(NS(=O)(=O)c2ccc(/C=C/C(=O)O)cc2)cc1,-4.1,25.3,-13.4,11.2,8.7,-5.9,17.6,-3.3,0.3,4.7,1.9
CC(C)(C)c1ccc(OCCNC(=O)c2ncn[nH]2)cc1,-6.2,0.1,9.6,-13.7,0.8,-10.8,-21.5,-4.4,-27.6,-4.7,2.2
C=CCOc1c(Cl)cc(CNCCC)cc1Cl,-12.3,12.6,1.2,8.3,-40.8,0.5,0.0,-0.9,-0.1,-5.4,5.1
CN(CC(=O)Nc1ccccc1Cl)C(=O)CSc1nc2ccccc2s1,3.6,-19.4,3.0,-12.1,2.9,-7.0,-1.7,-4.6,-8.4,0.5,0.7
CC(=O)N(C(C)=O)c1ncnc2c1c(-c1ccc(Cl)cc1)nn2C(C)(C)C,1.2,-5.8,8.2,9.1,40.4,16.0,27.6,0.2,-14.5,-15.7,-5.4
CCN(CC)S(=O)(=O)c1cc(NC(=O)CCCOc2ccc(C(C)=O)cc2)ccc1C,-0.9,8.5,-5.4,19.7,34.5,-1.4,22.6,2.0,42.3,42.4*,1.6
Cc1sc2nc(CN(C(=O)NC3CCCCC3)C3CCCC3)[nH]c(=O)c2c1C,-1.9,-17.4,-9.0,7.6,-0.3,-13.1,8.9,5.3,18.3,-3.4,-6.2
O=C1ON=C(c2ccccc2)/C1=C/c1ccco1,-1.4,-20.1,0.4,17.6,10.3,8.2,1.6,50.0,6.2,-1.7,17.6
COc1ccc(C(C)(C)C)cc1NC(=O)COC(=O)CN1C(=O)NC2(CCCCC2C)C1=O (stereo unspecified),-1.2,-22.1,-2.9,-8.0,2.4,5.0,0.2,-15.3,-1.1,0.4,0.7
Cc1ccc(NS(=O)(=O)c2ccc(C(=O)NC3CCN(Cc4ccccc4)CC3)cc2)cc1,4.3,-1.4,-8.2,21.5,20.6,31.4,32.0,1.7,38.3,63.9*,6.4
CCOC(=O)Cn1ccc(-c2ccccc2)c(C#N)c1=O,-2.3,-34.2,5.3,11.1,10.6,11.0,-6.8,-6.9,-17.9,15.7,-4.7
CCn1c(SCc2ccc(C)cc2)nnc1-c1nn(-c2ccccc2)ccc1=O,-8.1,-21.1,1.2,-4.6,8.6,2.4,6.8,1.9,19.6,-1.6,11.4
NC(=S)N/N=C/c1cccc(Br)c1,5.8,28.6,-2.8,19.6,-4.2,7.7,0.5,8.9,23.6,3.4,-2.5
CCCCN(C(=O)c1cccc(S(=O)(=O)N2CCOCC2)c1)c1c(N)n(CCC)c(=O)[nH]c1=O,0.7,12.9,7.1,3.9,2.2,-2.2,13.4,-3.8,-2.0,-1.2,-1.4
O=C(O)CCC(=O)CCC(=O)c1ccccc1,-5.5,-4.2,-6.0,7.7,-4.0,21.2,-8.3,5.5,-3.1,5.2,6.4

# Continuation.
SMILES,TLR9-MyD88 inh,SRC2 inh,NOD2-RIPK2 inh,NCOA3 inh,TWEAK-Fn14 inh,NCOA1 inh,TROY NFkB inh,Granule exo inh,NR5A2 inv ag,NR2F2 inh,ABHD5-PLIN5 inh
COc1ccc(CC(=O)Nc2ccc(-c3noc(COc4ccccc4C)n3)cc2)cc1,-5.3,2.9,-8.9,-2.0,-55.7,0.5,-1.3,2.5,3.4,10.7,5.1
O=C(c1ccc(Cl)cc1Cl)N1CCC(c2nc3c(nnn3Cc3ccco3)c(=O)[nH]2)CC1,5.8,1.5,-3.4,13.8,-9.8,-7.1,12.2,0.7,6.4,13.7,8.8
Cc1ccc([N+](=O)[O-])cc1NC(=O)CCc1ccccc1,2.4,3.4,-3.6,16.0,2.6,3.6,20.9,-2.1,4.0,9.7,0.4
O=C(Nc1cccnc1)c1coc(=O)c2ccccc12,-14.0,12.7,4.9,12.7,7.8,-1.3,-6.8,1.9,-2.4,-3.2,-0.7
Cc1nnc(SCC(=O)NC2CCCCC2)n(N)c1=O,3.8,.,-1.4,10.6,-15.4,0.3,-1.2,2.1,8.1,.,-2.1
